PfHsp90 set2 = growth inhibition of PfHsp90-expressing yeast, primary screen, antimalarial PfHsp90 inhibitor project, S. cerevisiae, BacTiter-Glo luminescence, single point, set 2 | AID 504621, 2011 | actives 0.32% (n = 310,000) | BacTiter-Glo ATP, 48 h; yeast lacking PDR1 and PDR3 efflux regulators | inhibition, % at 9.4 µM;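 active = every replicate shows inhibition above about 80%, whatever the replicate mean, limit read from the data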;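 note: 0% = DMSO neutral controls and 100% = 20 µM radicicol positive controls; yeast relying on Plasmodium falciparum Hsp90 in place of its own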
PKA-R1A activ = activators of PKA-R1A holoenzyme, primary screen, biochemical, fluorescence polarization, Cy5-IP20, bovine R1A, mouse PKAc | actives 0.083% (n = 340,000) | PKA-R1A dissociation; scaled: DMSO 0%, 113 µM cGMP 100% | cAMP-dependent protein kinase type I-alpha regulatory subunit (Bos taurus) + … | activation, % at 11.4 µM;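 active = percent activation above the mean of all tested compounds plus 3 SD, cut at about 19% in these data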;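 note: higher means more PKAc released from R1A so a rise in polarization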
OPRM1-OPRD1 inv = inverse agonists of MOR-DOR heterodimerization, primary screen, cell-based, luminescence; AID 504357, 2011; cell-based MOR-DOR heterodimer luminescence, inverse agonism; Mu-type opioid receptor (Homo sapiens) + Delta-type opioid receptor (Homo sapiens), …; actives 0.21% (n = 340,000); inhibition, % at 9.3 µM; in the data active = inhibition above about 22%, passing the limit was not always enough;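 note: 0% = cells with DMSO and 100% = wells without cells with DMSO; values of inactives mirror those of a sister screen read the other way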
Tat transport = E. coli Tat export inhibitors, primary screen, MC4100, TorA-mCherry reporter, fluorescence, single point | inhibition, % at 10 µM | actives 0.036% (n = 340,000) | AID 488895, 2010;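 active = mean replicate inhibition at least 50% and at least half of replicates individually reaching 50%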;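 note: exported cargo escapes ClpAP degradation while cytoplasmic cargo is degraded and loses fluorescence; 0% = median of neutral control wells and 100% = median of NaSCN control wells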
Ecoli viability = E. coli V3065 growth inhibition, primary screen, counter-screen for AddAB inhibitor project, absorbance, OD600. 18 h. AID 449728, 2010. actives 0.27% (n = 330,000). inhibition, % at 11.9 µM;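 active = inhibition above the campaign's mean inhibition across all tested compounds plus 3 SD, cut at about 9.9% in these data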;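 note: uninfected addAB+ strain grown without phage in ampicillin broth; 0% = DMSO wells and 100% = ciprofloxacin 0.95 µg/ml wells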
Mot1-301 SUMO = yeast Mot1-301 growth rescue at high temperature, primary screen, SUMOylation pathway inhibitor project, S. cerevisiae, ATP luminescence, 38.5C; growth rescue, % at 18.8 µM; S. cerevisiae Mot1-301 growth rescue; percent above DMSO median, 100 means doubled; actives 1% (n = 320,000);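 active = every valid replicate shows activation above 250% relative to neutral control wells; inactive = the rest, any valid replicate at or below 250%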;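 note: OY570 slx delta 5 strain wells were the positive control but not used for scaling; some compounds called inactive have numbers as strong as hits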
MOR-DOR ag = agonists of OPRM1-OPRD1 heterodimerization, primary screen, cell-based, luminescence; actives 0.3% (n = 340,000); activation, % at 9.3 µM; cells; AID 504326, 2011; Mu-type opioid receptor (Homo sapiens) + Delta-type opioid receptor (Homo sapiens), …; in the data active = activation above about 18%;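 note: 0% = vehicle-treated cells and 100% = reference agonist; values of inactives mirror those of a sister screen read the other way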
AddAB inh = growth inhibition of E. coli expressing H. pylori AddAB, primary screen, AddAB inhibitor project, absorbance; AID 435030, 2010; actives 0.29% (n = 330,000); inhibition, % at 11.9 µM; in the data active = inhibition above about 12%;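 note: 0% = vehicle wells of infected cells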
HTR5A inv ctr = HTR5A inverse agonists in luminescence cell assay, primary screen, counter-screen for OPRM1-OPRD1 heterodimer inverse agonist project, full-deck HTS. 5-hydroxytryptamine receptor 5A (Homo sapiens), P47898. HTR5A cell line, inverse agonism. inhibition, % at 9.3 µM. actives 0.083% (n = 340,000). AID 504634, 2011; in the data active = inhibition mostly above about 23%, no sharp cut-off; inactive = mostly below about 18%;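 note: 0% = cells with DMSO and 100% = no-cell wells with DMSO; some compounds called inactive have numbers as strong as hits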
Target sequence (P47898 whole entry, looked up): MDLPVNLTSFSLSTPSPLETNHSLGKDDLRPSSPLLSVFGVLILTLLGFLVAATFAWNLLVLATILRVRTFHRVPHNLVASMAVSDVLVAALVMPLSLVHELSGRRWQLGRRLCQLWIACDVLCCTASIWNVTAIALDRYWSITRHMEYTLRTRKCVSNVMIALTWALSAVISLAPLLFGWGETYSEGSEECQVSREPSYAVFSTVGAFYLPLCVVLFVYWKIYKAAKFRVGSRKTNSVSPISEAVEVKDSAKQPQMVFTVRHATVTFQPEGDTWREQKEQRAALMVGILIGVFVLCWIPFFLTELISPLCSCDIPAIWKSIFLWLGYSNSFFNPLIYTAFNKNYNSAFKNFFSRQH
PKA-R2B act = activators of PKA-R2B holoenzyme, primary screen, biochemical, fluorescence polarization, Cy5-IP20, human; PKA-R2B holoenzyme dissociation; R2B truncated from residue 108, S112A mutant; 0% DMSO only, 100% 113 µM cGMP; activation, % at 11.4 µM; actives 0.079% (n = 340,000); AID 504700, 2011;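 active = activation above a cutoff set at the mean over all compounds plus 3 SD, cut at about 18% in these data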;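 note: higher means more holoenzyme dissociation and a rise in polarization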
Target sequence (P31323 whole entry, looked up, other chains not shown, the tested form may be a part): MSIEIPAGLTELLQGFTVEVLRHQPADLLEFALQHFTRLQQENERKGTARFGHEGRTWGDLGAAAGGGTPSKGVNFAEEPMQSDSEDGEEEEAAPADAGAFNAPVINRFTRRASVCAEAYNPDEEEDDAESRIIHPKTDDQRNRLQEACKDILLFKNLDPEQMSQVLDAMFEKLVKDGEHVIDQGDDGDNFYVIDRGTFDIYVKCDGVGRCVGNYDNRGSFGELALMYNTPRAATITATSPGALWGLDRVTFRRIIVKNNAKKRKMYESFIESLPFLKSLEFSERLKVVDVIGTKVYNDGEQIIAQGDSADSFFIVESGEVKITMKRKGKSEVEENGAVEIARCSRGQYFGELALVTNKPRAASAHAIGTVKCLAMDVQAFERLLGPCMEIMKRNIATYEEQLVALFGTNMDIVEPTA
phage Ecoli inh = growth loss of phage-infected E. coli, primary screen, RecBCD inhibitor project, absorbance, with phage, HTS; actives 0.26% (n = 360,000); inhibition, % at 11.9 µM; in the data active = inhibition above about 11%
Numbers without * were called inactive; . = no result given.

no. | SMILES | PfHsp90 set2 | PKA-R1A activ | OPRM1-OPRD1 inv | Tat transport | Ecoli viability | Mot1-301 SUMO
1 | N#Cc1cccnc1Nc1cccc(Cl)c1 | -35 | -4 | 7 | 1 | -0.8 | -2
2 | CCOc1ccccc1NC(=O)C(c1ccccc1)N1CCN(C(=O)c2ccco2)CC1 (stereo unspecified) | -3 | 10 | 10 | 3 | -3.5 | -11
3 | COc1cc(NS(=O)(=O)c2ccc(NC(=O)COc3ccccc3C)cc2)nc(OC)n1 | -9 | -10 | 10 | 5 | -0.9 | 5
4 | FC(F)(F)c1cc(-c2ccc(Cl)cc2)nc(NCc2cccnc2)n1 | 4 | 2 | -41 | 1 | 1.4 | 36
5 | CN(C)S(=O)(=O)c1ccc(N2CCCC2)c(C(=O)Nc2ccc(N3CCOCC3)cc2)c1 | -3 | -13 | 11 | 4 | -2.3 | -8
6 | Cc1nc2cc(-c3cccc(F)c3)nn2c(N2CCN(C(=O)c3ccco3)CC2)c1C | 11 | -11 | -1 | 6 | 1.9 | .
7 | NS(=O)(=O)c1ccc(CCNC(=S)Nc2ccc(S(N)(=O)=O)cc2)cc1 | -13 | -4 | 2 | 5 | -0.8 | 4
8 | Cc1cccc(C(=O)NCCNC(=O)c2ccco2)c1 | -6 | 7 | -2 | 4 | 1.1 | 57

no. | MOR-DOR ag | AddAB inh | HTR5A inv ctr | PKA-R2B act | phage Ecoli inh
1 | -1.1 | -0.8 | -28 | 4 | 2.6
2 | -2.7 | -0.1 | -7 | -3 | 0.9
3 | -1.8 | -1.0 | 12 | 9 | 0.5
4 | 7.4 | 0.9 | 15 | 6 | 3.6
5 | -1.8 | 1.3 | 0 | -3 | 4.3
6 | 0.2 | 1.2 | -14 | -5 | 2.9
7 | -0.3 | 0.5 | 0 | 3 | 4.3
8 | 0.2 | 2.8 | -5 | -3 | 1.4

Other structures:
no. | SMILES | PfHsp90 set2 | PKA-R1A activ | OPRM1-OPRD1 inv | Tat transport | Ecoli viability | Mot1-301 SUMO
9 | CSc1ccc(CN2C(=O)NC3(CCCCCCC3)C2=O)cc1 | 3 | 6 | -3 | -2 | 1.8 | 30
10 | COc1ccc(Br)cc1/C=N/NC(=O)CNC(=O)C1COc2ccccc2O1 (stereo unspecified) | -1 | 7 | -17 | -5 | 1.7 | -12
11 | CC1(C)CC(=O)C2=C(C1)Nc1[nH]n(-c3ccccc3)c(=O)c1C2c1ccc2c(c1)OCO2 (stereo unspecified) | -16 | -13 | 18 | -11 | . | .
12 | O=C(CN1C(=O)/C(=C\c2ccc(C(F)(F)F)cc2)Sc2ccccc21)NCc1ccco1 | 2 | -9 | -6 | 2 | -1.6 | 963*
13 | Cc1ccc(Nc2nc(C)cs2)cc1 | -7 | -4 | -1 | 4 | -1.7 | 15
14 | CCOC(=O)c1ccc(Cn2cnc3ccccc3c2=O)cc1 | . | -20 | 9 | 3 | 1.4 | 32
15 | CC(C)Oc1cccc(C(=O)C2CCCN(Cc3cnc(N4CCOCC4)s3)C2)c1 (stereo unspecified) | 10 | -1 | 7 | 0 | -1.3 | 11
16 | CO/N=C/NC(=O)c1c(OC)ccnc1Oc1ccc(F)cc1 | 2 | -8 | -1 | 9 | -0.4 | 9

no. | MOR-DOR ag | AddAB inh | HTR5A inv ctr | PKA-R2B act | phage Ecoli inh
9 | 0.5 | 0.4 | 4 | -8 | 1.6
10 | 3.3 | 2.9 | -2 | -6 | 0.2
11 | -3.6 | . | 1 | -3 | 0.9
12 | 1.1 | -0.4 | -57 | -9 | 0.9
13 | 0.2 | 1.1 | 14 | -9 | 2.0
14 | -1.6 | 2.0 | 6 | 0 | 3.3
15 | -1.5 | -0.2 | -6 | 0 | 3.1
16 | 0.1 | 0.1 | -29 | -3 | 2.6

Further records follow:
no. | SMILES | PfHsp90 set2 | PKA-R1A activ | OPRM1-OPRD1 inv | Tat transport | Ecoli viability | Mot1-301 SUMO
17 | O=C(O)c1cccc(N/N=C/c2sc(N3CCOCC3)nc2-c2ccccc2)c1 | -12 | 0 | -45 | -6 | 0.3 | 0
18 | CCc1ccc(-c2csc3nc[nH]c(=O)c23)cc1 | -22 | -1 | 5 | -3 | -1.8 | -6
19 | CN(C)CCCN1CC(=O)N2[C@@H](Cc3c([nH]c4ccccc34)C2(C)C)C1=O | 15 | -13 | 14 | 2 | -0.2 | 0
20 | COc1cc(C(=O)NCCCN2CCCC2=O)cc(OC)c1OC | 1 | -1 | 5 | -4 | 0.5 | 5
21 | CC(O)C(NC(=O)OCc1ccccc1)C(=O)OCc1ccccc1 (stereo unspecified) | -4 | -12 | -1 | -6 | -2.8 | 6
22 | O=C(CN(Cc1ccc(F)cc1)S(=O)(=O)c1ccc(S(=O)(=O)N2CCOCC2)cc1)Nc1ccccc1 | -4 | -4 | -12 | 2 | 0.4 | 4
23 | CCN1C(=NCCc2c[nH]c3ccccc23)N[C@@H](c2ccccc2)[C@H](C(=O)OC)[C@H]1C | -14 | -2 | 5 | -2 | 0.3 | 93
24 | COc1ccc(/C=C/C(=O)OCC(=O)NCCCc2ccccc2)cc1OC | -11 | 12 | 6 | 6 | -1.5 | 24

no. | MOR-DOR ag | AddAB inh | HTR5A inv ctr | PKA-R2B act | phage Ecoli inh
17 | 7.2 | -0.5 | 12 | 3 | -1.8
18 | -0.9 | 1.8 | 7 | -5 | 2.1
19 | -2.9 | -2.9 | 5 | -3 | 3.4
20 | -1.0 | 0.4 | 6 | -9 | 4.1
21 | 0.4 | 2.8 | -13 | -2 | 3.3
22 | 2.2 | -0.3 | 0 | -9 | 2.2
23 | -0.9 | 3.9 | -12 | -17 | 2.4
24 | -1.5 | -0.7 | -3 | -3 | 1.3

Eleven successive records from above, quoted:
no. | SMILES | PfHsp90 set2 | PKA-R1A activ | OPRM1-OPRD1 inv | Tat transport | Ecoli viability | Mot1-301 SUMO
12 | O=C(CN1C(=O)/C(=C\c2ccc(C(F)(F)F)cc2)Sc2ccccc21)NCc1ccco1 | 2 | -9 | -6 | 2 | -1.6 | 963*
13 | Cc1ccc(Nc2nc(C)cs2)cc1 | -7 | -4 | -1 | 4 | -1.7 | 15
14 | CCOC(=O)c1ccc(Cn2cnc3ccccc3c2=O)cc1 | . | -20 | 9 | 3 | 1.4 | 32
15 | CC(C)Oc1cccc(C(=O)C2CCCN(Cc3cnc(N4CCOCC4)s3)C2)c1 (stereo unspecified) | 10 | -1 | 7 | 0 | -1.3 | 11
16 | CO/N=C/NC(=O)c1c(OC)ccnc1Oc1ccc(F)cc1 | 2 | -8 | -1 | 9 | -0.4 | 9
17 | O=C(O)c1cccc(N/N=C/c2sc(N3CCOCC3)nc2-c2ccccc2)c1 | -12 | 0 | -45 | -6 | 0.3 | 0
18 | CCc1ccc(-c2csc3nc[nH]c(=O)c23)cc1 | -22 | -1 | 5 | -3 | -1.8 | -6
19 | CN(C)CCCN1CC(=O)N2[C@@H](Cc3c([nH]c4ccccc34)C2(C)C)C1=O | 15 | -13 | 14 | 2 | -0.2 | 0
20 | COc1cc(C(=O)NCCCN2CCCC2=O)cc(OC)c1OC | 1 | -1 | 5 | -4 | 0.5 | 5
21 | CC(O)C(NC(=O)OCc1ccccc1)C(=O)OCc1ccccc1 (stereo unspecified) | -4 | -12 | -1 | -6 | -2.8 | 6

no. | MOR-DOR ag | AddAB inh | HTR5A inv ctr | PKA-R2B act | phage Ecoli inh
12 | 1.1 | -0.4 | -57 | -9 | 0.9
13 | 0.2 | 1.1 | 14 | -9 | 2.0
14 | -1.6 | 2.0 | 6 | 0 | 3.3
15 | -1.5 | -0.2 | -6 | 0 | 3.1
16 | 0.1 | 0.1 | -29 | -3 | 2.6
17 | 7.2 | -0.5 | 12 | 3 | -1.8
18 | -0.9 | 1.8 | 7 | -5 | 2.1
19 | -2.9 | -2.9 | 5 | -3 | 3.4
20 | -1.0 | 0.4 | 6 | -9 | 4.1
21 | 0.4 | 2.8 | -13 | -2 | 3.3

no. | SMILES | PfHsp90 set2 | PKA-R1A activ | OPRM1-OPRD1 inv | Tat transport | Ecoli viability | Mot1-301 SUMO
22 | O=C(CN(Cc1ccc(F)cc1)S(=O)(=O)c1ccc(S(=O)(=O)N2CCOCC2)cc1)Nc1ccccc1 | -4 | -4 | -12 | 2 | 0.4 | 4

no. | MOR-DOR ag | AddAB inh | HTR5A inv ctr | PKA-R2B act | phage Ecoli inh
22 | 2.2 | -0.3 | 0 | -9 | 2.2
